Compound activity as filed in PubChem.
MITF TRPM1 HTS: MITF TRPM1 promoter activation in melanoma cells. SK-MEL-5 TRPM1-promoter luciferase, 24 h; % of positive control, neutral wells = 0. 0.75% of 300,000 active. activation, % at 12.5 µM;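 active = mean activation of at least 80% with every replicate also reaching 80%; inconclusive = mean reaches 80% but some replicate falls short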;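 also: 0% = neutral control wells and 100% = parthenolide positive control wells; values of inactives mirror those of a sister screen read the other way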
HTR5A ag: HTR5A agonism, opioid heterodimer counter-screen | P47898 | HTR5A agonist assay, luminescence, cell-based | activation, % at 9.3 µM | 0.61% of 340,000 active; in the data active = activation mostly above about 9.5%, no sharp cut-off; inactive = mostly below about 7.6%;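 also: 0% = cells with vehicle only and 100% = reference agonist; strong numbers were not always called active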
SR-BI DiI inh: mouse SR-BI HDL lipid transfer inhibition | Q61009 | inhibition, % at 12.5 µM | ldlA[mSR-BI] CHO cells, DiI-HDL uptake fluorescence, 3 h | 0.96% of 320,000 active;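 active = mean replicate inhibition of at least 70% and a set share of replicates each scoring 70 or more; inconclusive = meets just one of the two criteria; inactive = fails both criteria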;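 also: 0% = median of neutral control wells and 100% = median of positive control wells; values of inactives mirror those of a sister screen read the other way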
CDK5 inh: CDK5/p35 (human) kinase inhibition. AID 488839. inhibition, % at 10 µM. Recombinant CDK5/p35, ADP-Glo luminescence, 60 min. 0.01% of 330,000 active. Q00535+Q15078;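 active = highest replicate inhibition of at least 50% and at least 75% of replicates reaching 50%; inconclusive = only one of the two criteria met; inactive = both criteria failed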;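 also: plate controls were DMSO neutral control for no effect and GW8510 at 10 µM for full effect; many of its hits are not listed in these tables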
Target sequence (Q00535 whole entry, looked up): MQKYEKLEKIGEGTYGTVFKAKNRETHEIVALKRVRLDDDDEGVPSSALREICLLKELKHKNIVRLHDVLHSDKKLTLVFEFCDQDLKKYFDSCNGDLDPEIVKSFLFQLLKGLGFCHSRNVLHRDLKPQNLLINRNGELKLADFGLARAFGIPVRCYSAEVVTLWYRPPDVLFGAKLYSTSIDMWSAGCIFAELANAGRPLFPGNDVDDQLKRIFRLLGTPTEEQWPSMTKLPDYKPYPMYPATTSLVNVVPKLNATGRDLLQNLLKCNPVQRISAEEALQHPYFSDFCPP
Target sequence (Q15078 whole entry, looked up): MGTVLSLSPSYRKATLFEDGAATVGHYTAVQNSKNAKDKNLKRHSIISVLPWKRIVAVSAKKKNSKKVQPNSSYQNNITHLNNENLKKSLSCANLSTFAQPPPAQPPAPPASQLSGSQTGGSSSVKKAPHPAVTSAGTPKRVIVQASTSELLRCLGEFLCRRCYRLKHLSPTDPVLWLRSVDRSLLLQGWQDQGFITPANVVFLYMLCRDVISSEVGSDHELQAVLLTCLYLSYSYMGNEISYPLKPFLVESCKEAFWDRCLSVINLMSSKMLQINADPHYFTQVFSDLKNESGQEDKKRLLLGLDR
dFosB act: enhances mouse delta FosB homodimer DNA binding; P13346; purified delta FosB, TAMRA-CDK5 oligo fluorescence polarization; percent of positive-control signal above neutral wells; activation, % at 25 µM; 0.99% of 340,000 active; AID 493131;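 active = mean activation above about 17%, with every replicate also reaching it, limit read from the data, passing the limit was not always enough; inconclusive = only one of the two conditions met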;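 also: fluorescence polarization rise as delta FosB binds a TAMRA Cdk5 AP-1 oligo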
SR-BI DiI-HDL act: enhances SR-BI lipid uptake from DiI-HDL; CHO ldlA[mSR-BI] cells, DiI-HDL uptake fluorescence, 3 h; 100 = double the neutral-control signal; activation, % at 12.5 µM; 0.096% of 320,000 active;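 active = mean replicate activation of at least 60% and every replicate at or above 60%; inconclusive = mean or all-replicate condition met, but not both; inactive = mean below 60% and not all replicates reaching 60%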;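 also: 0% = median plate neutral-control signal and 100% = twice that signal; values of inactives mirror those of a sister screen read the other way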
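Assay system: LDL receptor-deficient CHO ldlA cells overexpressing murine SR-BI / Medium: BSA-supplemented, HEPES-buffered Ham's F12, pH 7.4 / Probe or stimulus: DiI-labelled HDL at 10 µg/mL final / Timing: compound with DiI-HDL co-incubation, 3 h at 37 °C / Technique: bottom-read cell fluorescence after medium removal, ex 550/em 595 nm / Measure: HDL uptake via cellular fluorescence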
Wnt bcat act: activates Wnt/beta-catenin signaling in a reporter cell assay | activator, plate reader | activation, % at 9.35 µM | 1.2% of 300,000 active | AID 743398; in the data active = activation above about 30%, passing the limit was not always enough; inconclusive = no clear call, values can overlap the other calls;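 also: 0% = neutral control wells and 100% = positive control wells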
Rtt109 Vps75: blocks Candida albicans Rtt109/Vps75 acetyltransferase activity | Q5AAJ8 | purified Rtt109/Vps75, ThioGlo CoA-SH fluorescence, 4 h | inhibition, % at 34.9 µM | 0.16% of 330,000 active;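 active = inhibition of at least 50% in every replicate; inconclusive = best replicate reaches 50% inhibition but some replicates fall short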
Target sequence (Q5AAJ8 whole entry, looked up): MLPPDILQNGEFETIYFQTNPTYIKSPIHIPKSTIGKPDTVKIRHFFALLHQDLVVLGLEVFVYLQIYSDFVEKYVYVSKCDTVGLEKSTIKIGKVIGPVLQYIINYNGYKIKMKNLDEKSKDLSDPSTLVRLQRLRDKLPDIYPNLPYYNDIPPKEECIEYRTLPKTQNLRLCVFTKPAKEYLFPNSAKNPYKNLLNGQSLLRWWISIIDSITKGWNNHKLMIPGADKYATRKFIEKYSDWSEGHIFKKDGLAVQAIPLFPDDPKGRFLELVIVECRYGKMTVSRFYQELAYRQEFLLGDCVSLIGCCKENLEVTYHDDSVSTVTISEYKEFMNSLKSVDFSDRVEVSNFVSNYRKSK
PvdQ acylase: P. aeruginosa PvdQ acylase inhibition | inhibition, % at 10 µM | purified PvdQ acylase, fluorescence plate reader | 0.063% of 340,000 active; in the data active = inhibition above about 30%, passing the limit was not always enough; inconclusive = no clear call, values can overlap the other calls;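 also: 0% = vehicle neutral wells and 100% = reference inhibitor wells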
RTF Ca sens act: increases calcium sensitivity of human cardiac regulated thin filaments. P19429+P45379. IANBD-labeled TnC RTF fluorescence at EC20 calcium; 0% EC20 calcium, 100% full calcium. activation, % at 7.2 µM. 0.24% of 340,000 active;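 active = activation above the mean over all tested compounds plus 3 SD, cut at about 30% in these data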;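 also: rise in fluorescence read as greater calcium sensitivity of cardiac thin filaments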
* marks the source's active call; other numbers are inactive results; ? = inconclusive; nt = no result given; & = joins results of further samples. Random draw from the library. Share with any hit: about 4.4%.

nr | structure | MITF TRPM1 HTS | HTR5A ag | SR-BI DiI inh | CDK5 inh | dFosB act | SR-BI DiI-HDL act | Wnt bcat act | Rtt109 Vps75 | PvdQ acylase | RTF Ca sens act
1 | Cc1cc(C)nc(SCNC(=O)c2ccc(F)cc2)n1 | 1 | -6 | 0 | 0.0 | 0 | 0 | nt | -4 | -8 | 1
2 | CC(=O)c1cc(CN2CCC(C(=O)Nc3ccc(-n4nc(C)cc4C)cc3)CC2)cs1 | -11 | -5 | 29 | 1.1 | -13 | -29 | 0 | -24 | -19 | 0
3 | COCCn1c(-c2ccccc2)nc(=S)c2c1CC(C)(C)OC2 | 7 | 3 | -37 | -0.5 | -4 | 37 | nt | -5 | -12 | -3
4 | COc1ccc(N(CC(=O)NC2CCCC2)C(=O)Cn2nnc(-c3ccc(C)cc3)n2)cc1OC | 7 | -2 | 29 | 1.5 | -18 | -29 | nt | 24 | 6 | 2
5 | CCN1CCN(C(=O)/C=C/c2cccc(Cl)c2)CC1 | 4 | -6 | -10 | 0.6 | 0 | 10 | -3 | 15 | -7 | 2
6 | CNc1ccccc1C(=O)OCC(=O)Nc1ccc2c(c1)OCO2 | 18 | 1 | -16 | -0.8 | -1 | 16 | 5 | -5 | -4 | -14
7 | O=C(NCCCCNC(=O)c1ccccn1)c1ccccn1 | -9 | 0 | -18 | -0.3 | 3 | 18 | 0 | -21 | -12 | 3
8 | CC(=O)c1ccccc1NS(=O)(=O)c1cccc2nsnc12 | 11 | -5 | -7 | 1.0 | -6 | 7 | -1 | -1 | -4 | -11
9 | CCOc1ccc(N(C(C)C(=O)N2CCCC2)S(C)(=O)=O)cc1 (stereo not drawn) | -5 | -2 | -8 | 0.2 | -1 | 8 | -1 | 4 | -10 | 3
10 | O=C(NCc1cccnc1)C1CCCN(S(=O)(=O)c2cccc3nsnc23)C1 (stereo not drawn) | -6 | 0 | -37 | 0.6 | -5 | 37 | -1 | -1 | -9 | -3
11 | c1ccc(-c2cc(N3CCOCC3)nc(-c3ccccc3)n2)cc1 | 1 | -2 | 52 | 5.7 | 8 | -52 | -5 | 4 | 5 | 2
12 | Cc1ccc(OC(=O)c2c(C)nn(-c3ccccc3)c2C)cc1 | ? | -4 | -88 | -2.3 | -14 | ? | 58* | 2 | -15 | 12
13 | CCCCC(=O)NC(=S)Nc1ccccc1N1CCCCC1 | -6 | 5 | 10 | -6.5 | -2 | -10 | nt | -1 | -8 | 5
14 | COc1ccc2[nH]c(C(=O)N/N=C/c3ccc(OC)c(O)c3)cc2c1 | 18 | 4 | 21 | -2.5 | -10 | -21 | -2 | -3 | 2 | 3
15 | COc1ccc(-c2cn[nH]c2-c2ccc(OCc3ccccc3)cc2O)cc1OC | -9 | 13 | 26 | 0.9 | -13 | -26 | -1 | -2 | 10 | -2
16 | COc1ccc(OC)c(C(=O)COC(=O)C(CCSC)NC(=O)COc2ccccc2)c1 (stereo not drawn) | -6 | -6 | 46 | 1.2 | -9 | -46 | 1 | 13 | 10 | -10
17 | CC1(c2ccc(Cl)cc2)NC(=O)N(CC(=O)Nc2cccnc2Cl)C1=O (stereo not drawn) | -1 | 4 | -9 | 0.0 | -3 | 9 | -3 | 3 | -9 | 3
18 | COc1cc(NC(=O)c2cccs2)c(C(=O)OCC(=O)NC(C)c2ccccc2)cc1OC (stereo not drawn) | 6 | 3 | 68 | -1.5 | -3 | -68 | -6 | -1 | -10 | -3
19 | O=C1c2ccccc2C(=O)N1CC#CCN1CCN(C2CCCCC2)CC1 | -15 | 8 | -2 | 0.9 | -4 | 2 | -1 | 7 | 8 | -5
20 | O=c1c(Cc2ccc(F)cc2)c(O)ccn1CCCn1ccnc1 | -15 | 4 | -17 | 0.5 | 0 | 17 | -1 | -2 | -6 | 1
21 | Cc1nc2ccc(NC(=O)c3cnc(Cl)c(Cl)c3)cc2s1 | 72 | 0 | nt | -0.5 | -6 | nt | 9 | -20 | -13 | -3
22 | COc1ccc(CCN2C(=O)CN=C2Nc2ccc(F)cc2)cc1OC | 0 | -3 | 7 | 0.9 | 5 | -7 | -1 | -2 | 8 | 4
23 | NCC(c1ccccc1)(c1ccccc1)c1ccccc1 | 2 | -4 | -6 | -1.2 | -9 | 6 | 0 | 15 | -6 | 3
24 | CCCc1nn2c(=O)cc(CSCC(=O)Nc3ccc(C)cc3)nc2s1 | 3 | 0 | 1 | -2.5 | -9 | -1 | 1 | 6 | -20 | -3
25 | CCc1cc2c(SCc3ccc(C(=O)OC)o3)ncnc2s1 | -1 | -6 | -14 | -1.3 | -13 | 14 | -2 | -5 | -15 | -3
26 | O=C(Nc1cccc(F)c1)Nc1ccc2c(c1)C(=O)OC2 | 52 | 1 | 4 | -2.2 | 7 | -4 | 7 | 0 | 7 | 5
27 | COc1ccc(N(CC(=O)Nc2cc(OC)ccc2OC)S(=O)(=O)c2c(C)noc2C)cc1 | 5 | 1 | 50 | nt | 0 | -50 | -2 | 6 | -20 | 8
28 | CN(C)c1ccc(NC(=O)CN2C3CCCC2CC(NC(=O)c2ccccc2)C3)cc1 (stereo not drawn) | nt | 2 | nt | -0.3 | -1 | nt | 2 | 7 | -2 | 0
29 | Cc1cc(C)nc(-n2nc(C)c(C3(O)C(=O)Nc4ccc(F)cc43)c2N)n1 (stereo not drawn) | 3 | -10 | -11 | 0.0 | -6 | 11 | -1 | -1 | 4 | 0
30 | COc1ccc(Br)cc1C1SCCN1S(C)(=O)=O (stereo not drawn) | -5 | 0 | -10 | -2.4 | -5 | 10 | -2 | 2 | -13 | -2
31 | O=C(NNC(=O)c1cc(OCC(F)(F)F)ccc1OCC(F)(F)F)c1cccc(C(F)(F)F)c1 | 4 | 5 | 34 | 1.7 | 7 | -34 | nt | 0 | -6 | -1
32 | Cc1cccc(NCC(=O)N/N=C/c2ccc(Br)cc2)c1 | -2 | 6 | 0 | -0.7 | -3 | 0 | 0 | 8 | 11 | 0
33 | CCOC(=O)CSCC(=O)Nc1c(C(=O)C2CC2)oc2ccccc12 | 2 | -1 | -6 | -1.3 | -7 | 6 | -6 | 28 | 10 | 3
34 | O=C1C(C2=C(O)c3ccccc3C2=O)=Nc2ccccc21 | nt | -2 | 2 | 0.0 | -9 | -2 | nt | 4 | -13 | 3
35 | O=C(CSC1=NC(=O)C(c2ccccc2)C(=O)N1)Nc1cccc(Cl)c1 (stereo not drawn) | -13 | 0 | -12 | -0.3 | 3 | 12 | nt | 27 | 12 | -6
36 | CC(C)(O)CN(CCCNC(=S)Nc1ccccc1)C(=S)Nc1ccccc1 | -1 | -1 | -8 | -1.6 | -11 | 8 | -4 | -6 | -14 | -2
37 | C[C@H](NC(=O)Cn1cncn1)c1ccccc1 | -8 | 2 | -26 | 0.8 | -2 | 26 | 5 | 4 | 11 | -5
38 | CC(=O)Nc1cccc(NC(=O)c2ccc(C)c([N+](=O)[O-])c2)c1 | 28 | 1 | 34 | 1.4 | -6 | -34 | 58* | -2 | 4 | -1
39 | COC(C/C=C/[C@@H](O)[C@H](C)OCc1ccccc1)OC | 11 | -2 | -44 | -0.3 | -3 | 44 | -5 | 4 | -9 | 9
40 | Cc1ccc(S(=O)(=O)N2N=C3CCCCC3C2(O)C(F)(F)F)cc1 (stereo not drawn) | -12 | -2 | -5 | -4.0 | 1 | 5 | 0 | 3 | -19 | 5

Already shown: eight of the compounds above.
nr | structure | MITF TRPM1 HTS | HTR5A ag | SR-BI DiI inh | CDK5 inh | dFosB act | SR-BI DiI-HDL act | Wnt bcat act | Rtt109 Vps75 | PvdQ acylase | RTF Ca sens act
8 | CC(=O)c1ccccc1NS(=O)(=O)c1cccc2nsnc12 | 11 | -5 | -7 | 1.0 | -6 | 7 | -1 | -1 | -4 | -11
9 | CCOc1ccc(N(C(C)C(=O)N2CCCC2)S(C)(=O)=O)cc1 (stereo not drawn) | -5 | -2 | -8 | 0.2 | -1 | 8 | -1 | 4 | -10 | 3
10 | O=C(NCc1cccnc1)C1CCCN(S(=O)(=O)c2cccc3nsnc23)C1 (stereo not drawn) | -6 | 0 | -37 | 0.6 | -5 | 37 | -1 | -1 | -9 | -3
11 | c1ccc(-c2cc(N3CCOCC3)nc(-c3ccccc3)n2)cc1 | 1 | -2 | 52 | 5.7 | 8 | -52 | -5 | 4 | 5 | 2
12 | Cc1ccc(OC(=O)c2c(C)nn(-c3ccccc3)c2C)cc1 | ? | -4 | -88 | -2.3 | -14 | ? | 58* | 2 | -15 | 12
13 | CCCCC(=O)NC(=S)Nc1ccccc1N1CCCCC1 | -6 | 5 | 10 | -6.5 | -2 | -10 | nt | -1 | -8 | 5
14 | COc1ccc2[nH]c(C(=O)N/N=C/c3ccc(OC)c(O)c3)cc2c1 | 18 | 4 | 21 | -2.5 | -10 | -21 | -2 | -3 | 2 | 3
15 | COc1ccc(-c2cn[nH]c2-c2ccc(OCc3ccccc3)cc2O)cc1OC | -9 | 13 | 26 | 0.9 | -13 | -26 | -1 | -2 | 10 | -2

Later entries.
nr | structure | MITF TRPM1 HTS | HTR5A ag | SR-BI DiI inh | CDK5 inh | dFosB act | SR-BI DiI-HDL act | Wnt bcat act | Rtt109 Vps75 | PvdQ acylase | RTF Ca sens act
41 | Cc1ccc(C(=O)CN(CCCC(N)=O)S(=O)(=O)c2ccc([N+](=O)[O-])cc2)cc1 | -7 | 2 | -2 | -2.1 | -6 | 2 | -1 | -3 | 5 | 0
42 | CC(O)CNc1ccc([N+](=O)[O-])cc1S(=O)(=O)N1CCOCC1 (stereo not drawn) | -4 | 0 | -21 | -1.0 | -7 | 21 | -1 | -4 | -14 | 9
43 | CC1(C)C(=O)N(c2ccccc2Cl)C(=O)c2ccccc21 | 2 | 5 | 10 | 0.4 | -5 | -10 | 0 | -3 | 0 | 0
44 | O=C1CC(c2ccccc2)c2c(O)cc(O)cc2O1 (stereo not drawn) | -9 | 4 | -10 | 0.3 | -1 | 10 | nt | -11 | -5 | 1
45 | O=S(=O)(NCC1CCCO1)c1cnc(Cl)c(Br)c1 (stereo not drawn) | 3 | 0 | -8 | -1.3 | -4 | 8 | -1 | -9 | -1 | 4
46 | N/C(Cc1ccc([N+](=O)[O-])cc1)=N\OC(=O)COc1ccccc1Cl | -3 | 2 | -20 | -0.8 | 6 | 20 | 0 | -4 | 1 | -4
47 | CCCCCCSc1ccc(-c2nc3ccc(Cl)cn3c2NCCCC)cc1OC | -8 | 7 | 28 | 2.0 | -1 | -28 | -7&-1 | 1 | -9 | -4
48 | COc1ccc(C(=O)COC(=O)CN2C(=O)NC3(CC(C)CC(C)(C)C3)C2=O)c(OC)c1 (stereo not drawn) | -1 | -2 | 55 | -1.0 | -26 | -55 | 1 | 10 | -8 | -1
